# CendR NRP1 mod = modulators of CendR peptide binding to human neuropilin-1; AID 602438; 360,000 tested, 0.85% active; FAM-RPARPAR peptide binding to NRP-1, fluorescence polarization; inhibition, % at 25 µM;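 active = inhibition or corrected inhibition above about 18%, plus a signal ratio from 0.5 to 1.5, limit read from the data, passing the limit was not always enough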; also: strong numbers were not always called active
# STEP inh = STEP (human) phosphatase inhibition. 360,000 tested, 0.25% active. P54829. recombinant STEP, OMFP fluorogenic substrate, fluorescence. inhibition, % at 20 µM;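 active = inhibition at 20 µM, scaled per plate between control wells, above about 37%, limit read from the data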;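 also: 0% = DMSO with enzyme and substrate and 100% = substrate only without enzyme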
# Target sequence (P54829 whole entry, looked up): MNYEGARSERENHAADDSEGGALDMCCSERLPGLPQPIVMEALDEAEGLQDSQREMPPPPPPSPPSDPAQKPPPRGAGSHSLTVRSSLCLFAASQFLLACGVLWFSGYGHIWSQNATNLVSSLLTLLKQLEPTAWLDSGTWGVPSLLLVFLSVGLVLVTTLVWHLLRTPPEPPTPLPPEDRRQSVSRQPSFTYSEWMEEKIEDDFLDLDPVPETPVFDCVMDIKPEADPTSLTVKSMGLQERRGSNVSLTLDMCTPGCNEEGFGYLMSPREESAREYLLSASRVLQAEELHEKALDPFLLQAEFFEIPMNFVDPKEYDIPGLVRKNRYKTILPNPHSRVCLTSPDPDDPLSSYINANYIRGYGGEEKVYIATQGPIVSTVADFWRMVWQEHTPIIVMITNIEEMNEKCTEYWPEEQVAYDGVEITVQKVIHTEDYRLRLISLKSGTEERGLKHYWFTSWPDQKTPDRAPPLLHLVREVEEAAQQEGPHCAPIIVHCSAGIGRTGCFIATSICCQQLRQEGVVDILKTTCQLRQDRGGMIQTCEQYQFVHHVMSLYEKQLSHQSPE
#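 Assay system: isolated STEP enzyme. Buffer or medium: pH 6.0 Bis-Tris with DTT and Tween 20. Also added: fluorogenic phosphatase substrate OMFP at 25 µM final. Dosing: 20 µM, 1% DMSO. Timing: 20 min reaction, room temperature, in the dark. Measured by: fluorescence intensity, excitation 480 nm, emission 540 nm. Evaluation: normalized % inhibition.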
# Neddyl block = blocks human cullin neddylation | P61081+Q13564 | TR-FRET cullin neddylation, biochemical | calls only at 25 µM | 360,000 tested, 0.58% active | AID 651699; in the data active = inhibition above about 36%
# TbMetRS inhib = Trypanosoma brucei MetRS inhibition. 360,000 tested, 0.4% active. purified T. brucei MetRS, ATP depletion, Kinase-Glo luminescence. AID 624268. inhibition, % at 11.9 µM;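 active = inhibition above a per-plate cutoff of the control wells' mean inhibition plus 3 SD, cut at about 5.5% in these data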;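 also: 0% = DMSO wells median and 100% = median of wells with control inhibitor compound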
#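 Dosing: 11.9 µM single point; system: parasite MetRS enzyme; technique: luminescence of leftover ATP; times: 15 min enzyme-compound preincubation, 2 h reaction, 10 min detection, 25 °C; replicates: each compound tested once; read-out basis: percent inhibition relative to median high and low control wells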
# SKN-1 block = blocks SKN-1 activity in C. elegans. inhibition, % at 21.8 µM. C. elegans VP596 Pgst-4::GFP/RFP ratio, acrylamide-induced, 24 h. 360,000 tested, 0.49% active. AID 624304;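 active = interference check ratio from 0.5 to 1.5 plus GFP to RFP signal ratio inhibition reaching or exceeding a fixed threshold, cut at about 30% in these data, passing the limit was not always enough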; also: some compounds called inactive have numbers as strong as hits
# NadD block = blocks S. aureus nicotinate mononucleotide adenylyltransferase. purified NadD enzyme, colorimetric absorbance read-out. AID 602399. inhibition, % at 20 µM. 360,000 tested, 0.78% active; in the data active = inhibition above about 26%; also: some compounds past the cut are filed as inactive
# Scp1 inh = inhibitors of human Scp-1 phosphatase; Q9GZU7; Recombinant Scp1, phosphopeptide, malachite green phosphate absorbance; inhibition, % at 20 µM; 340,000 tested, 0.88% active;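 active = inhibition above about 50% at 20 µM, limit read from the data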;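 also: plate controls were DMSO wells with enzyme for no effect and wells lacking enzyme for full effect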
# Target sequence (Q9GZU7 76-261 limits assumed): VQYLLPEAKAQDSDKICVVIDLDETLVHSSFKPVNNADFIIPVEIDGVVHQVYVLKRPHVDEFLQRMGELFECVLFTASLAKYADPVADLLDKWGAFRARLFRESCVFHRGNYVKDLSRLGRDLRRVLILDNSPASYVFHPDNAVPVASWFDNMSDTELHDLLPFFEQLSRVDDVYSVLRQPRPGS
#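 Material: truncated SCP-1 phosphatase (76-261aa) / Buffer or medium: 50 mM Tris acetate pH 5.5, 0.005% Tween-20, 10 mM MgCl2 / Compound dosing: one concentration, 20 µM, with 1.0% DMSO / Incubation: 45 min room-temperature reaction, 5 min colour, 30 min stabiliser / Detection: colorimetric free-phosphate detection, absorbance 630 nm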
# DNMT1 inh = inhibitors of human DNMT1; AID 588458; inhibition (reported as % activation of signal), % at 10 µM; DNMT1 molecular beacon, Hinp1I cleavage, fluorescence; 360,000 tested, 0.83% active; in the data active = inhibition above about 50%
# SUMO1 PPI mod = alters human SUMO1 binding to SIM partners; P63165; inhibition, % at 20 µM; AID 602429; SUMO1 binding to a labelled peptide, TR-FRET, 1 h; 360,000 tested, 0.33% active; in the data active = inhibition above about 37%
# Target sequence (P63165 whole entry, looked up): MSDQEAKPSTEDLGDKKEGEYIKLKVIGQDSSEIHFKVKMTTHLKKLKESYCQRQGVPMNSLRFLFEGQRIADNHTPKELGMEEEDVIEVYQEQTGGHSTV
# LMPTP block = LMPTP (human) inhibition; AID 651560; 360,000 tested, 0.22% active; P24666; inhibition, % at 20 µM; recombinant LMPTP-A, OMFP fluorogenic substrate, fluorescence intensity;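 active = compounds that cut the enzyme signal by at least half of the control window in the single-dose screen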;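 also: plate controls were DMSO wells with enzyme plus substrate for no effect and substrate without enzyme for full effect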
# Target sequence (P24666 whole entry, looked up): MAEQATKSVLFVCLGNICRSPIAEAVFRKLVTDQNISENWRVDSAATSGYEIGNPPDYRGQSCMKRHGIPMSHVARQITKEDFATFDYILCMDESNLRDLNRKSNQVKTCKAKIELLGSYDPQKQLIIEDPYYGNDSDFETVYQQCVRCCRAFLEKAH
#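 Test system – LMPTP-A enzyme · Amount – LMPTP-A at 0.625 nM final in the reaction · Buffer or medium – Bis-Tris pH 6.0, DTT, detergent · Reagent – OMFP 400 µM · Doses – single 20 µM dose · Schedule – reaction 50 min, room temperature, dark · Detection – fluorescence intensity of OMFP turnover product · Evaluation – percent inhibition versus substrate-only and uninhibited controls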
# Starred values were filed as active, the others as inactive; i = inactive; nt = no result given.
SMILES,CendR NRP1 mod,STEP inh,Neddyl block,TbMetRS inhib,SKN-1 block,NadD block,Scp1 inh,DNMT1 inh,SUMO1 PPI mod,LMPTP block
COc1ccc2cc(C(=O)c3ccccc3)c(=O)oc2c1,-9,0,i,-0.2,5,-5,-8,2,-26,-1.0
COc1ccccc1NC(=O)N[C@@H](Cc1c[nH]c2ccccc12)C(=O)NN,14,-1,i,-0.5,5,0,-12,-3,0,-1.1
CCCCn1c(N)c(N(CC)C(=O)c2cccc(S(=O)(=O)N3CCCc4ccccc43)c2)c(=O)[nH]c1=O,-6,3,i,-0.2,9,-2,7,-3,5,-1.2
Cc1cc(C(=O)OCC(=O)NCc2ccc(F)cc2)c2ccccc2n1,0,-4,i,-0.2,1,0,-4,2,-18,0.0
OC(CNCCc1ccc(Cl)cc1)COCc1ccco1 (centres undefined),-3,-1,i,0.0,21,8,-6,-14,-1,0.7
CCCc1cc(=O)oc2c3c(cc(OCC(=O)NCc4ccncc4)c12)OC(C)(C)CC3,4,0,nt,-2.8,-3,0,-7,-3,2,1.4
COc1ccccc1N1CCN(S(=O)(=O)CCNC(=O)c2ccc(Br)o2)CC1,13,-3,i,-1.2,-13,-4,5,0,2,0.9
Cc1cc(S(=O)(=O)N2CCCC(N(C)CCc3ccccn3)C2)c(C)s1 (centres undefined),2,1,i,-0.4,29,-3,nt,-1,23,1.3
COc1ccc(NC(=O)COC(=O)COc2cccc3c2OC(C)(C)C3)cc1,4,0,i,-0.5,7,-6,-3,1,2,-0.1
O=C(NCCc1c[nH]c2ccccc12)c1ccc2[nH]c(=O)c(=O)[nH]c2c1,5,3,i,0.4,2,-5,-15,1,5,-2.9
CC(C)c1c(C(=O)N/N=C/c2c[nH]c3ccccc23)nnn1-c1nonc1N,3,-2,i,-0.3,8,-2,7,-7,-9,1.1
CCOC(=O)CCC1(C(=O)OC)C(=O)CCCCCC=C1C(=O)OC (centres undefined),-4,-3,i,-0.3,-8,0,nt,-1,4,-0.2
Cn1c(=O)[nH]c(=O)c2c1ncn2CCCc1ccccc1,3,-3,i,-0.6,18,-7,-13,5,0,-1.0
Nc1ccc(S(=O)(=O)NC2(C(F)(F)F)NC(=O)N(c3ccc(F)cc3)C2=O)cc1 (centres undefined),-74,2,i,0.1,-3,6,12,0,2,0.0
CCOc1cc(C(=S)N2CCCC2)ccc1OCc1ccccc1,21,1,i,-1.3,-13,-2,0,8,-4,-1.6
COc1ccc(C(CNC(=O)c2cccc(NS(=O)(=O)c3ccc(C)c(F)c3)c2)N2CCOCC2)cc1 (centres undefined),3,0,i,-0.2,24,3,-3,-2,2,0.6
COc1ccc(NC(=S)N2N=CCC2c2ccccc2)cc1 (centres undefined),-1,1,i,-0.7,-15,1,-7,5,-1,-0.8
Cc1nnc(SC(C)C(=O)Nc2ccc3ccccc3c2)n1C (centres undefined),-2,-2,i,-0.2,4,0,-5,2,-1,-0.9
Cc1c(Cl)cccc1NC(=S)N(Cc1ccco1)C(C)c1ccccn1 (centres undefined),0,4,i,-0.1,-5,-1,-2,-1,2,1.2
COc1ccc(-c2csc(/C=C/c3ccc4c(c3)OCO4)n2)cc1OC,1,2,nt,-0.9,-9,1,-4,-9,0,-0.8

# Record cards, as listed above. Values in the order: CendR NRP1 mod, STEP inh, Neddyl block, TbMetRS inhib, SKN-1 block, NadD block, Scp1 inh, DNMT1 inh, SUMO1 PPI mod, LMPTP block
# Listed for COc1ccc(NC(=S)N2N=CCC2c2ccccc2)cc1 (centres undefined) : -1, 1, i, -0.7, -15, 1, -7, 5, -1, -0.8
# Listed for CCOC(=O)CCC1(C(=O)OC)C(=O)CCCCCC=C1C(=O)OC (centres undefined) : -4, -3, i, -0.3, -8, 0, nt, -1, 4, -0.2

# Later entries:
SMILES,CendR NRP1 mod,STEP inh,Neddyl block,TbMetRS inhib,SKN-1 block,NadD block,Scp1 inh,DNMT1 inh,SUMO1 PPI mod,LMPTP block
O=c1[nH]cc(CCCc2ccccc2)c(=O)[nH]1,-3,-1,i,-0.1,-6,-2,nt,1,4,-0.5
COc1cccc(Cn2c(=O)oc3ccccc32)c1,3,1,i,0.6,3,-4,-13,3,6,-0.3
O=C(NCc1ccc(F)cc1)c1cc(C2CCCN(C(=O)c3cccs3)C2)on1 (centres undefined),4,-1,i,-0.5,-6,-3,nt,2,3,-1.3
CSCCC(NC(=O)c1cc(C)oc1C)C(=O)O (centres undefined),-11,0,i,-0.4,-7,-2,-9,6,0,-0.9
Cc1ccc(CN2C(=O)C(C)Sc3ccc(C#N)cc32)cc1 (centres undefined),-8,0,i,0.2,12,-3,nt,-3,0,-0.5
O=C(c1cccc(N2C(=O)C3CC=CCC3C2=O)c1)N1CCCCCC1 (centres undefined),6,3,i,-1.1,-2,-5,-1,0,1,-1.7
Cn1c(/C(C#N)=C/c2cccc(O)c2)nc2ccccc21,4,1,i,-1.6,-4,-2,5,2,-6,-1.2
CCc1ccc2oc(C(=O)N3CCN(C)CC3)cc(=O)c2c1,8,6,i,2.0,-11,-3,-4,0,-7,-1.9
Cc1cc(Cl)ccc1C(O)c1ncc(-c2ccc(C(F)(F)F)cc2)[nH]1 (centres undefined),15,0,i,0.7,11,4,nt,-10,1,3.8
Cc1ccc(/C=C/C(=O)Nc2nnc(C)s2)o1,-5,-3,i,0.2,11,4,-7,4,-13,0.7
CCc1cc2ccccc2nc1SCC(=O)NC1CCCC1,11,2,i,0.0,3,3,5,1,2,0.2
COc1ccc(OC)c(-c2nnc(NC(=O)C(C)Sc3nncn3C)s2)c1 (centres undefined),1,2,i,-0.2,-18,0,-1,0,2,0.0
CCc1nnc(NC(=O)c2cc(-c3ccc(C)o3)nc3ccccc23)s1,-25,7,i,-0.3,-18,18,-2,0,20,0.6
CCOC(=O)Cn1c(=O)oc2cc(S(=O)(=O)N(C)Cc3ccccc3)ccc21,-10,2,i,0.6,1,-2,-11,9,1,0.6
CCOC(=O)c1cc(C)sc1NC(=S)Nc1ccccc1,6,-1,i,-0.3,-3,-2,-9,-7,2,2.0
CC(=O)N1CCCc2cc(S(=O)(=O)N3CCCC(C)C3)ccc21 (centres undefined),17,-2,i,-0.1,1,5,-8,1,6,-2.0
CCc1nc2c(OCC(N)=O)cccn2c1N(C)C(=O)c1cccs1,-8,-2,i,-0.3,-4,-6,nt,0,-4,-1.6
CCOC(=O)c1sc(NC(=O)CCN2CCN(C)CC2)c(C(=O)OCC)c1C,-6,1,i,-0.5,4,-12,-5,10,4,-4.3
Cc1ccc(NC(=O)c2sccc2C)cc1S(=O)(=O)N(C)C,-8,-1,i,-0.3,7,-7,-12,4,0,-1.5
CS(=O)(=O)N(CC(=O)N1CCCC1)c1ccc2c(c1)OCCO2,-2,-4,i,-0.4,6,2,1,1,-1,-0.5
O=C(O)C1[C@H]2C(=O)N(Cc3cccs3)C[C@]23C=C[C@H]1O3 (some centres undefined),-3,3,i,0.2,1,-5,0,0,-3,-1.2
Cc1ccc2[nH]cc(CCNS(=O)(=O)c3ccc(F)cc3)c2c1,5,4,i,-0.1,2,-9,-11,-1,0,-0.2
COCC(=O)Nc1cc(C(=O)NCC(C)C)ccc1Cl,10,0,i,-0.7,5,-2,-10,0,-10,-2.7
CCCNC(=O)CCC(=O)Nc1ncc(-c2ccc(C)cc2)n1C,3,18,i,-0.2,17,11,-2,-1,4,-14
CC(=O)Cc1nsc(NC(=O)c2ccc(COc3ccccc3Cl)o2)n1,9,-1,i,0.7,-6,-1,-7,1,6,0.9
COC(=O)C1=C(C)N(CC2CC2)C(=NCc2cc(OC)c(OC)c(OC)c2)N[C@H]1c1ccccc1,3,0,i,-0.2,14,0,19,2,1,0.3
COc1cc(OC)cc(C(=O)NCCCCNC(=O)c2cc(OC)cc(OC)c2)c1,0,3,i,-0.1,2,-6,-4,1,0,2.5
c1ccc(Cc2nnc(N3CCOCC3)c3ccccc23)cc1,-1,4,i,0.1,4,-3,-6,1,4,-0.6
CC(=O)Nc1nnc(SCC(=O)Nc2ccc3c(c2)OCCO3)s1,22,0,i,-0.1,0,-6,-5,2,1,-1.0
COc1ccc(OCCN2CCC(C(=O)NC(C)c3cccc4ccccc34)CC2)cc1 (centres undefined),-24,0,i,0.4,-10,-5,nt,-4,-4,-0.4

# An excerpt from above, limited to NadD block and LMPTP block.
canonical_smiles	NadD block	LMPTP block
CC(=O)Cc1nsc(NC(=O)c2ccc(COc3ccccc3Cl)o2)n1	-1	0.9
COC(=O)C1=C(C)N(CC2CC2)C(=NCc2cc(OC)c(OC)c(OC)c2)N[C@H]1c1ccccc1	0	0.3
COc1cc(OC)cc(C(=O)NCCCCNC(=O)c2cc(OC)cc(OC)c2)c1	-6	2.5

# More results follow:
SMILES,CendR NRP1 mod,STEP inh,Neddyl block,TbMetRS inhib,SKN-1 block,NadD block,Scp1 inh,DNMT1 inh,SUMO1 PPI mod,LMPTP block
CCCCNC(=O)O[C@H]1C[C@@H]2CCN3C(=O)CCC[C@H]([C@H]1Cc1ccccc1)[C@H]23,5,-2,i,-0.2,6,-3,4,-6,1,-0.4
CC(=O)c1ccc(C(=O)N2CCCC(CO)(Cc3ccccc3C)C2)s1 (centres undefined),20,4,i,-0.2,16,-1,-9,-2,-10,0.0
CCn1c(/C=C/c2ccccc2F)nc2ccccc2c1=O,3,0,i,-0.8,13,-8,-5,4,-14,1.2
Cc1ccc(/C=C/C(=O)OCC(=O)Nc2cccc(S(=O)(=O)N(C)C)c2)o1,-15,-1,i,0.8,-5,-6,-5,-2,-12,0.6
O=C(O)CC1(CC(=O)Nc2cc(F)ccc2Cl)CCCCC1,15,-3,i,0.1,9,-2,-7,1,4,-1.9
c1cc2cn[nH]c2cc1NC1CCCCCC1,11,-1,i,1.0,11,2,-7,-15,-8,2.8
CCCCN(CC)c1nc(N)c2c(N)nc(OCC)cc2c1C#N,-40,9,i,0.2,9,5,0,-18,6,6.1
S=C(NCc1ccco1)Nc1ccc(N2CCOCC2)cc1,-1,1,i,0.0,-3,4,-10,-9,-2,0.4
CC1(C)CC(=O)C(C(c2ccc(F)cc2)C2C(=O)CC(C)(C)CC2=O)C(=O)C1,14,-1,i,-0.2,-2,1,-6,5,13,-1.3
COc1ccc(S(=O)(=O)N2CCN(C(=O)c3ccco3)CC2)cc1C(C)(C)C,3,-1,i,-0.8,-4,-3,-2,-2,-2,-2.4
Cc1ccc(NC(=O)COC(=O)C(NS(=O)(=O)c2ccc(Cl)cc2)C(C)O)cc1C (centres undefined),-2,-1,i,-0.7,-5,-4,-10,1,3,-0.2
CC(NC(=O)CN(C)CC(=O)Nc1ccc(Cl)cc1)c1ccc(F)cc1 (centres undefined),2,-5,i,1.2,-4,0,0,2,4,0.5

# Source: PubChem
